GPR55 activation: GPR55 agonists via beta-arrestin recruitment, primary screen, imaging, U2OS cells, beta-arrestin-GFP redistribution (AID 1961); U2OS GPR55 beta-arrestin-GFP redistribution imaging; higher % means a stronger effect; activation, % at 10 µM, or EC50 in µM where a hit was titrated; 0.048% of 290,000 active;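 active = activation above 40% with more than 50 cells counted in the well; inconclusive = wells holding fewer than 50 cells, flagged as toxic or sparse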;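 note: U2OS osteosarcoma cells stably expressing GPR55 and beta-arrestin-GFP; plate controls were DMSO negative control for no effect and LPI positive control for full effect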
AID2073: disruptors of CaV2.2 binding to Mint1 – biochemical, HTRF (AID 2073). HTRF protein-protein interaction, Mint1-CaV2.2; higher % means a stronger effect. inhibition, % at 20 µM, or IC50 in µM where a hit was titrated. 0.19% of 290,000 active; in the data active = inhibition mostly above about 51%, no sharp cut-off; inconclusive = no clear call, values can overlap the other calls; inactive = mostly below about 53%; note: some results filed as inactive read as strong as hits
Dengue-2 NS5 capping: Dengue-2 NS5 methyltransferase inhibitors, primary screen, biochemical, confirmation dose response (AID 588689); Dengue-2 NS5 methyltransferase capping enzyme assay, biochemical; higher % means a stronger effect; inhibition, % at 25 µM; hits with a dose series show IC50 in µM; 0.3% of 340,000 active; in the data active = a potency from the dose series; inconclusive = inhibition above about 29% without an active follow-up result
GPR55 LPI antagonism: inhibition of LPI-stimulated GPR55 beta-arrestin translocation – imaging, U2OS, beta-arrestin-GFP, LPI agonist, primary screen (AID 2013) | 0.13% of 290,000 active | one-dose inhibition, % at 10 µM; IC50 in µM for titrated hits | U2OS GPR55 beta-arrestin-GFP translocation imaging, LPI antagonism; higher % means a stronger effect;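 active = spots per cell inhibited over 60%, with over 100 cells counted and total cytoplasm intensity under 500,000; inconclusive = wells with under 100 cells, flagged as likely toxic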;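 note: U2OS cells stably carrying GPR55 and arrestin-GFP stimulated by 5 µM LPI near EC80; imaged beta-arrestin-GFP aggregate spots per cell after agonist stimulation; plate controls were LPI-stimulated DMSO wells for no effect and DMSO wells without LPI for full effect; some results filed as inactive read as strong as hits; confirmed hits need IC50 under 10 µM and bright autofluorescent wells are also inconclusive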
Yfh1-off respiration: mitochondrial function rescue without frataxin homolog – Friedreich's ataxia, plus single-dose screen, dose response (AID 1465). fold induction at 50 µM, or EC50 in µM where a hit was titrated. 0.074% of 220,000 active. S. cerevisiae Yfh1-off respiration, WST-1 reduction, 72 h; higher fold induction means a stronger effect;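 active = fold induction of absorbance versus untreated yeast above a set limit, then at least 30% activation at any dose in follow-up; inconclusive = repeats straddling the limit, or above it without dose testing; inactive = fold induction below the set limit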;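 note: activators that raise dye reduction in frataxin-depleted yeast; strong numbers were not always called active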
GPR35 arrestin U2OS: GPR35 antagonists blocking zaprinast-driven arrestin recruitment, primary screen, imaging, U2OS, beta-arrestin-GFP, zaprinast agonist (AID 2058) | U2OS GPR35 beta-arrestin-GFP translocation imaging, zaprinast antagonism; higher % means a stronger effect | inhibition, % at 10 µM; hits with a dose series show IC50 in µM | 0.052% of 290,000 active;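 active = inhibition of at least 50% with at least 30 cells and total cytoplasm GFP at most 10,000,000; inconclusive = under 30 cells or total GFP of 10,000,000 plus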
Large T inhibition: TAg ATPase/helicase activity blockers – biochemical (AID 1903); 0.39% of 310,000 active; SV40 large T antigen ATPase/helicase inhibition assay; higher % means a stronger effect; inhibition, % at 20 µM, or IC50 in µM where a hit was titrated; in the data active = a potency from the dose series; inconclusive = inhibition mostly from about 32% at the one dose, without a potency; inactive = the rest, 99 in 100 with inhibition below about 32%; note: strong numbers were not always called active
NTR1 ag: NTR1-driven beta-arrestin-GFP spot formation – imaging, U2OS cells, high content, primary screen (AID 493036); P30989; activation, % at 20 µM; agonist mode; 0.17% of 330,000 active;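 active = activation at or above 40% of the spot to cytoplasm intensity ratio, with at least 20 cells analyzed; inconclusive = wells under 20 cells, flagged as cytotoxic or low count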;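 note: 0% = DMSO without peptide and 100% = 100 nM NTR1 peptide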
Target sequence (P30989 whole entry, looked up): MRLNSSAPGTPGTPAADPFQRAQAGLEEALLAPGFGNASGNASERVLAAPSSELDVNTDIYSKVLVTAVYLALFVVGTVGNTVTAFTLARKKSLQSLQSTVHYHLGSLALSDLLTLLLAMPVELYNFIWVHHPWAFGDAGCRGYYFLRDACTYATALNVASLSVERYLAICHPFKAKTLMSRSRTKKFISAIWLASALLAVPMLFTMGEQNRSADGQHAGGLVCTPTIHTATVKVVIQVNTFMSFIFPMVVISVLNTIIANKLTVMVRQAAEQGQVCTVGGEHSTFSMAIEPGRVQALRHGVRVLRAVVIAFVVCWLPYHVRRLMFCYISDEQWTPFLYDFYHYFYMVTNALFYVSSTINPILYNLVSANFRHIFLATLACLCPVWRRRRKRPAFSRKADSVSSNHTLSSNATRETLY
Rac1 GTP hydrolysis: MgcRacGAP GTPase-activating activity inhibitors, confirmation, biochemical, ADP Hunter fluorescence | 0.6% of 340,000 active | inhibition, % at 30 µM, or IC50 in µM where a hit was titrated | MgcRacGAP-stimulated Rac1 GTP hydrolysis, ADP Hunter fluorescence; higher % means a stronger effect; GST-tagged Rac1 F28L mutant substrate;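 active = first-screen hits whose inhibition reached a set limit at any dose in the follow-up dose series; inconclusive = inhibition above the set first-screen limit but never retested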;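 note: fluorescence reports GDP produced by GAP-driven GTP hydrolysis; strong numbers were not always called active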
NTR1 ag cell count 20 µM: also measured in NTR1 ag; calls as there; cell count; measured here: cell count, cytotoxicity flag
Dengue-2 NS5 capping pilot replicate: second read-out of Dengue-2 NS5 capping, no call of its own (marks repeat the call); inhibition, %; measured here: pilot screen replicate inhibition
* hit, by the source's call; i = inactive; ? = inconclusive; . = not tested or not shown.

SMILES	GPR55 activation	AID2073	Dengue-2 NS5 capping	GPR55 LPI antagonism	Yfh1-off respiration	GPR35 arrestin U2OS	Large T inhibition	NTR1 ag	NTR1 ag cell count 20 µM	Rac1 GTP hydrolysis	others
CCN(CC1CCCN(CCc2cccc(F)c2)C1)C(=O)c1cc2ccccc2o1 (stereo unspecified)	-0.1%	3%	-5%	3%	.	-29%	15%	-0.2	84	13%
Cc1c(NC(=O)C2Cc3ccccc3CN2C(=O)c2ccco2)c(=O)n(-c2ccccc2)n1C (stereo unspecified)	0.1%	3%	-6%	7%	i	-3%	3%	-2.2	54	3%
CC(C)CCNC(=O)CN(CCN1CCOCC1)C(=O)Cn1nnc(-c2ccc(F)cc2)n1	-0.3%	-4%	-1%	3%	i	-13%	7%	1.1	87	0%
COc1cc(C(=O)N2CCN(C(=O)c3ccccc3)CC2)cc(OC)c1OC	-0.3%	?	1%	-2%	i	-2%	2%	1.0	58	4%
CCc1noc(C)c1C(=O)Nc1nc(-c2ccc(OC)cc2OC)cs1	.	.	1%	.	.	.	6%	3.2	55	2%
Cc1ccc(C)c(OCCC(=O)NNC(=O)c2ccccc2)c1	.	.	-1%	.	.	.	20%	-0.3	34	2%
Cc1ccc(SCc2cn3c(C)csc3n2)cc1	-0.2%	-13%	-4%	-14%	i	-7%	19%	2.2	60	6%
O=C(Nc1cccc(Cl)c1)c1ccc(OC(=S)N2CCOCC2)cc1	-0.3%	5%	1%	4%	i	0%	1%	9.8	54	2%
O=C1CCC(c2ccccc2)(C2CCN(Cc3ccccc3)CC2)C(=O)N1 (stereo unspecified)	.	.	1%	.	.	.	25%	-1.7	62	6%
Cc1cc(C)cc(Oc2coc3cc(OC(=O)c4cccs4)ccc3c2=O)c1	0.0%	13%	-10%	-12%	i	-6%	12%	0.8	51	10%
COc1cc(-c2nnc3n(CCc4ccccc4)c(=O)c4ccccc4n23)cc(OC)c1OC	-0.2%	23%	-7%	-6%	i	2%	7%	0.6	55	5%
CC(=O)c1cccc(NC(=O)C2CCCCC2)c1	-0.2%	2%	-8%	4%	i	-2%	5%	0.3	87	6%
CCC(C)(C)C1CCC2(CC1)NC(=O)N(CC(=O)N1CCN(S(=O)(=O)c3cc(C)ccc3C)CC1)C2=O (stereo unspecified)	-0.2%	4%	-4%	10%	.	-8%	4%	-0.6	49	9%
COC(=O)c1ccc(Sc2ccc(Cl)cc2)c(N)c1	-0.4%	12%	2%	13%	i	4%	-1%	5.4	77	4%
CC(C)CNC1=CC(=O)CC(c2ccco2)C1 (stereo unspecified)	-0.3%	58%	13%	-4%	i	-6%	24%	-1.6	81	11%
Cc1c(C(=O)C(=O)NCc2ccco2)c2ccccc2n1C	0.6%	3%	1%	-2%	i	10%	8%	-1.4	66	3%
COCCn1nnnc1C(c1ccccc1Cl)N1CCN(c2ccccc2OC)CC1 (stereo unspecified)	-0.3%	4%	2%	-2%	i	-10%	4%	.	.	4%
Cc1nn(CC(=O)OCC(=O)NC(C)c2ccccc2)c(C)c1[N+](=O)[O-] (stereo unspecified)	1.2%	-12%	5%	-1%	i	6%	0%	-0.9	94	-5%
O=C(NCc1ccccn1)c1ccc2nc(C3CCCCC3)oc2c1	-0.1%	6%	-5%	-4%	.	-26%	17%	1.1	46	-1%
CC(C)(C)c1ccc(Oc2ccc(NC(=O)C3CC=CCC3C(=O)O)cc2)cc1 (stereo unspecified)	-0.1%	4%	1%	34%	i	15%	6%	1.7	28	2%
C/C(N)=C(/C#N)C(=O)COC(=O)[C@@H](NC(=O)c1ccccc1Cl)C(C)C	0.4%	3%	-7%	14%	i	-2%	13%	0.4	40	4%
CSc1nc(O)c(N=Nc2ccc(F)cc2F)c(=O)[nH]1	0.0%	-7%	11%	5%	.	6%	1%	-1.0	31	6%
O=C(CSc1ccc(-c2ccco2)nn1)NCc1ccccc1Cl	-0.2%	18%	-2%	6%	i	23%	13%	0.0	71	12%
CCN(CC(=O)Nc1ccc2c(c1)OCCO2)C(=O)c1ccc(Cl)cc1Cl	.	.	0%	.	.	.	22%	-0.9	55	5%
CCn1c(SCC(=O)N2CCc3ccccc32)nnc1-c1ccncc1	0.3%	-5%	5%	11%	i	-2%	8%	-1.5	85	9%
COc1ccc(-c2nc(CS(=O)CC(=O)NC3CCCC(C)C3C)c(C)o2)cc1OC (stereo unspecified)	0.2%	12%	-10%	-11%	.	-7%	1%	1.5	56	2%
COc1ccc(S(=O)(=O)Nc2c(C)cc(C)cc2C)c2cccnc12	-0.1%	-3%	1%	-6%	.	-10%	.	-3.2	46	-4%
Clc1cc(Br)ccc1OCCn1ccnc1	0.1%	6%	-6%	-8%	i	0%	3%	-0.5	93	20%
COc1ccc(NC(=O)c2ccc(C)cc2)c[n+]1[O-]	-0.1%	23%	-1%	13%	.	-12%	7%	.	.	.
O=C(N[C@@H]1C[C@H]2CC[C@@H]1C2)c1ccco1	-0.1%	10%	2%	2%	.	4%	6%	3.0	45	7%
Cc1cc(NC(=O)CCC(=O)N(CC(=O)NC2CCCC2)c2ccc(C(C)C)cc2)no1	.	13%	1%	-3%	.	-6%	11%	-1.3	42	4%
CC(=O)Nc1ccc(S(=O)(=O)N2CCC(C(=O)NCCC(=O)Nc3nccs3)CC2)cc1	-0.1%	6%	2%	13%	.	1%	12%	0.7	60	5%
O=C(NC(=S)N1CCN(c2ccc(O)cc2)CC1)c1cccs1	-0.1%	-47%	2%	-4%	i	4%	5.4µM*	1.3	75	?
CCOC(=O)c1cc(-c2nnc(-c3ccc(Oc4ccccc4)cc3)o2)c(C)nc1C	0.6%	?	-5%	7%	i	22%	-1%	4.2	55	-2%
CCC(C)C(NC(=O)c1ccccc1NC(=O)c1ccco1)C(=O)NNC(=O)c1ccncc1 (stereo unspecified)	-0.1%	6%	6%	-3%	i	6%	5%	-0.5	31	4%
CN(C)S(=O)(=O)N1CCC(Oc2cccc(C(=O)N3CCCCCCC3)c2)CC1	-0.1%	7%	0%	-21%	.	-8%	12%	0.2	56	-2%
O=C(CCNC(=O)c1ccccc1Cl)Nc1ccc2c(c1)OCO2	0.0%	-2%	-5%	10%	i	-9%	4%	0.3	81	8%	Dengue-2 NS5 capping pilot replicate=3.9
COC(=O)c1ccc(CSc2nnc(-c3ccncc3)o2)o1	0.3%	?	-2%	-4%	i	17%	-3%	1.2	64	6%
CCN(CCNC(=O)c1ccc2nc(-c3ccccc3NC(C)=O)c(=O)[nH]c2c1)c1ccccc1	0.2%	-5%	-1%	-2%	i	13%	13%	-1.7	57	9%
C=CC#CC1(O)CC(C)[N+](C)(C)CC1C (stereo unspecified)	-0.8%	18%	4%	-1%	i	9%	6%	-1.2	36	5%
COCCCNC(=O)c1ccc(CS(=O)(=O)c2ccccc2C)o1	-0.1%	4%	-4%	11%	.	2%	7%	-1.1	78	1%
CN(C(=O)COC(=O)c1nc(Cl)ccc1Cl)c1ccccc1	0.0%	6%	-5%	-7%	.	16%	2%	-0.5	46	2%
COC(=O)Cc1cc(=O)[nH]c(/N=C(\N)Nc2ccc(C)cc2C)n1	-0.5%	2%	4%	-9%	i	-6%	-6%	-0.5	49	13%
COc1ccccc1C(=O)NCC(=O)N/N=C/c1ccncc1	-0.1%	-2%	9%	9%	i	-10%	9%	-1.1	77	-5%
CCCN(CCC)CCNC(=O)c1cc2c(-c3ccccc3F)nn(C)c2s1	-0.1%	18%	-4%	26%	.	-3%	11%	0.1	92	14%
Cc1cc(C)nc(N2CCC(C(=O)O)CC2)n1	-0.3%	-12%	9%	11%	i	7%	6%	-2.1	94	-5%
COc1ccc(OC)c(C(=O)COC(=O)c2cccnc2Cl)c1	-0.1%	4%	4%	3%	i	-3%	2%	0.8	57	6%
CCN1CCN(C(=O)CN2C(=O)COc3ccc(S(=O)(=O)N4CCOCC4)cc32)CC1	0.2%	7%	-3%	0%	.	7%	18%	0.2	49	-16%
CCCn1c2ccccc2c2cnn(CC(=O)NC3CCC(C)CC3)c(=O)c21 (stereo unspecified)	-0.2%	6%	-3%	10%	.	3%	14%	0.0	58	8%
CC(=O)c1cccc(NC(=O)c2sc3nc4n(c(=O)c3c2C)CCCC4)c1	0.3%	-2%	-8%	0%	.	2%	9%	0.7	49	-2%

3 compounds already listed, sorted by count of non-hydrogen atoms, ascending.
SMILES	GPR55 activation	AID2073	Dengue-2 NS5 capping	GPR55 LPI antagonism	Yfh1-off respiration	GPR35 arrestin U2OS	Large T inhibition	NTR1 ag	NTR1 ag cell count 20 µM	Rac1 GTP hydrolysis	others
COc1ccccc1C(=O)NCC(=O)N/N=C/c1ccncc1	-0.1%	-2%	9%	9%	i	-10%	9%	-1.1	77	-5%
COCCCNC(=O)c1ccc(CS(=O)(=O)c2ccccc2C)o1	-0.1%	4%	-4%	11%	.	2%	7%	-1.1	78	1%
CCCn1c2ccccc2c2cnn(CC(=O)NC3CCC(C)CC3)c(=O)c21 (stereo unspecified)	-0.2%	6%	-3%	10%	.	3%	14%	0.0	58	8%

The list goes on:
SMILES	GPR55 activation	AID2073	Dengue-2 NS5 capping	GPR55 LPI antagonism	Yfh1-off respiration	GPR35 arrestin U2OS	Large T inhibition	NTR1 ag	NTR1 ag cell count 20 µM	Rac1 GTP hydrolysis	others
CCOC(=O)CSCc1cn2cc(Cl)ccc2n1	0.0%	1%	-1%	1%	i	-11%	6%	1.8	83	9%
Nc1cccc(CCc2nc3ccccc3[nH]2)c1	-0.1%	9%	-6%	4%	i	6%	9%	2.9	73	7%
CCC(C)(C)NC(=O)C(c1ccc(C)cc1)N(Cc1ccco1)C(=O)CCC(=O)Nc1nccs1 (stereo unspecified)	-0.1%	-4%	2%	9%	i	-4%	7%	1.3	53	7%
Cc1ccc(C)c(NC(=O)CSc2c(C)n[nH]c2C)c1	-0.3%	41%	-5%	7%	i	1%	4%	0.6	59	0%
O=C(CCn1c(=O)sc2ccccc21)NCc1cccs1	0.3%	10%	0%	-4%	i	-13%	-26%	-0.3	41	2%
CC1(C)CC(=O)C2=C(C1)NC1=C(C(=O)c3ccccc31)C2c1cccnc1 (stereo unspecified)	-0.1%	3%	10%	4%	i	2%	6%	-0.4	86	6%
CCNc1nc(OC)nc(Oc2ccc(C(=O)OC)cc2)n1	0.0%	-3%	-9%	5%	i	-16%	-4%	-1.3	80	2%
COc1ccc(S(=O)(=O)Nc2ccc(Cc3ccncc3)cc2)cc1C	0.0%	19%	3%	-5%	.	1%	14%	-1.1	65	7%

Screening results (PubChem)
